# Screens deposited in PubChem BioAssay by The Scripps Research Institute Molecular Screening Center.
# SIAE inh: blocks human sialic acid acetylesterase; Q9HAT2; SIAE FP-Rh probe binding, fluorescence polarization; inhibition, % at 9.66 µM; 370,000 tested, 0.69% active;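 active = inhibition above a cutoff: mean of compounds within the control limits plus 3 SD of those, cut at about 17% in these data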;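 note: 0% = plate median of compound wells and 100% = probe without SIAE protein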
# An asterisk follows results filed as active. Only part of the results is shown; the hit share may differ from the screen's.
SMILES,SIAE inh
NC(=O)Nc1ccccc1C(=O)N1CCC(O)(c2ccc(Cl)cc2)CC1,-6
CCOC(=O)c1c(NC(=O)C(C)Sc2cccc[n+]2[O-])sc2c1CCN(Cc1ccccc1)C2 (configuration not stated),-4
Cc1ccc(NC(=O)C2CC(=O)N/C(=N/N=C/c3ccco3)S2)cc1C (configuration not stated),-10

# Part of the list above in order of molecular weight, ascending:
SMILES,SIAE inh
Cc1ccc(NC(=O)C2CC(=O)N/C(=N/N=C/c3ccco3)S2)cc1C (configuration not stated),-10
NC(=O)Nc1ccccc1C(=O)N1CCC(O)(c2ccc(Cl)cc2)CC1,-6
CCOC(=O)c1c(NC(=O)C(C)Sc2cccc[n+]2[O-])sc2c1CCN(Cc1ccccc1)C2 (configuration not stated),-4
